Screening results: PubChem BioAssay, Broad Institute
CASP6 VEID inh – human caspase-6 inhibitors, primary screen, biochemical, VEID-R110 fluorescence, single point, set 2; purified caspase-6, Z-VEID-R110 cleavage fluorescence; AID 686996, 2013; 0.53% of 350,000 active; P55212; inhibition, % at 12.5 µM;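 active means mean inhibition across replicates at least about 35%, with every replicate also reaching that limit, limit read from the data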;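 further: 0% = median of neutral control wells and 100% = no fluorescence left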
Target sequence (P55212 24-179 limits assumed): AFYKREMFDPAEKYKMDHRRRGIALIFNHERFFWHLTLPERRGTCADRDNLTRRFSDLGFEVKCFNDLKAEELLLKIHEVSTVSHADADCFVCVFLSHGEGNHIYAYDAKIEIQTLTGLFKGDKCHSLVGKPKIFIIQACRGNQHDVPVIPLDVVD
Target sequence (P55212 194-293 limits assumed): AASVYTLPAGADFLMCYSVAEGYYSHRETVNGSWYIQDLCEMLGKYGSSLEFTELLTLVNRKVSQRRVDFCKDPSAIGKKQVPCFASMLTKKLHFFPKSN
EWS-Fli block – EWS/Fli-driven NR0B1 reporter inhibitors, primary screen, A673 cells, NR0B1 luciferase, luminescence, MLPCN library; viability-normalised; inhibition, % at 12.6 µM; 0.67% of 350,000 active;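 active means mean inhibition of at least 50% after viability correction, with every replicate also passing that limit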;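 further: firefly luciferase signal divided by Alamar Blue viability fluorescence both relative to DMSO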
FN deposition inh – inhibitors of fibronectin matrix deposition, primary screen, AH1F cells, Alexa488-fibronectin fluorescence, plate reader; AH1F fibroblasts, overnight; AID 743247, 2014; 0.086% of 350,000 active; inhibition, % at 12.6 µM;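 active means mean inhibition across replicates of 30% or more, regardless of how many single replicates reach that level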;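 further: positive control wells lacked labelled fibronectin entirely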
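Assay system: AH1F fibroblast monolayer, labelled fibronectin deposition. Amount: 10000 cells per well. Also added: labelled fibronectin 24 nM. Compound: single-point pinned compound. Incubation: cell attachment 1 h, compound and FN exposure overnight. Detection: fluorescence after three HBSS washes, excitation 485 nm, emission 525 nm. Read-out: inhibition of fibronectin deposition signal.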
miR122 inh – miR-122 Renilla sensor signal increase in Huh7, primary screen, miR-122 inhibitor project, cell-based, single point, plate reader | Huh7 miR-122 Renilla luciferase sensor, 48 h; neutral wells = 0, positive control = 100 | activation (reporter increase), % at 12.5 µM | 0.3% of 340,000 active | AID 602342, 2012;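 active means mean replicate activation score at least 90 and every replicate individually at or above 90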;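 further: higher luciferase means less miR-122 activity so hits act as miR-122 inhibitors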
PAX8 inh HTS – inhibitors of PAX8-driven TPO luciferase reporter, primary screen, RMG-I cells, single concentration; SteadyGlo, 24 h; inhibition, % at 12.6 µM; 1.2% of 360,000 active; AID 652154, 2013;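 active means mean replicate inhibition at least 60% with every replicate also reaching 60%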;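 further: luciferase light reporting Pax8 driven TPO promoter activity; plate controls were median of neutral control wells for no effect and mitoxantrone controls for full effect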
PGC1a acetyl inh – inhibitors of PGC1a acetylation signal, primary screen, cell-based, U2OS, AlphaScreen, inhibitor mode. AlphaScreen anti-acetyl-lysine; with virally co-expressed GCN5 acetyltransferase. inhibition, % at 15.6 µM. 0.17% of 350,000 active. AID 651687, 2012;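 active means every replicate shows inhibition of at least 40%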;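 further: 0% = neutral control wells and 100% = positive control wells; some results beyond the cut were filed as inactive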
LGR2 antag – inhibitors of bursicon-induced LGR2 CRE-luciferase signal, primary screen, cell-based, HEK293, CRE-luciferase reporter, bursicon stimulation | Drosophila bursicon receptor LGR2 (rickets) | bursicon-stimulated, 4 h | inhibition, % at 9.99 µM | 0.35% of 380,000 active;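 active means drop in luminescence signal, shown as inhibition above about 50% in the replicate tests, limit read from the data, passing the limit was not always enough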;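 further: agonist challenge used bursicon conditioned medium at about half maximal strength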
Cneo AK release – Cryptococcus neoformans cell lysis inducers, primary screen, AK release luminescence, single concentration; C. neoformans lysis, adenylate kinase release luminescence, 4 h; normalised: neutral wells 0, clomiphene wells 100; lysis activity, % at 15 µM; 0.2% of 360,000 active; AID 651654, 2012;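 active means mean lysis activity across replicates of at least 80%, whatever share of replicates individually reach that level; inactive means mean lysis activity below 80%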
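Assay system: Cryptococcus neoformans yeast cells / Dosing: single-point compound dose / Timing: 4 h at 37 °C static, read 1 h later / Measured by: luminescence of released adenylate kinase using an AK detection reagent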
The depositor's hits bear a star; nt = no result given; [ ] = dose if it differs, or a comment.

cpd	molecule	CASP6 VEID inh	EWS-Fli block	FN deposition inh	miR122 inh
1	O=C(Cn1nnc(-c2ccccc2NC(=O)c2ccccc2F)n1)NCc1ccco1	nt	nt	-5	-8
2	COc1cc(-c2cc(=O)c3c(O)c(OC)c(OC)c(O)c3o2)ccc1O	17	14	nt	-1
3	CCN(CC)S(=O)(=O)c1cccc(-c2nnc(SCC(=O)c3cc(C)n(C4CC4)c3C)o2)c1	nt	nt	nt	6
4	O=C(c1ccccc1)N1CCN(C(=O)C2CC2)CC1	-1	-4	1	2
5	O=C(COC(=O)COc1ccccc1[N+](=O)[O-])Nc1ccc2c(c1)OCO2	-2	3	-12	nt
6	C[C@H]1CN([C@@H](C)CO)C(=O)c2cccc(NS(=O)(=O)c3cccs3)c2O[C@H]1CN(C)C(=O)NC1CCCCC1	0	-3	nt	2[16.7 µM]
7	Cc1noc(C)c1NC(=O)N(C)C[C@@H]1Oc2ccc(NS(=O)(=O)c3c(C)noc3C)cc2C(=O)N([C@H](C)CO)C[C@@H]1C	nt	-8	nt	5[16.7 µM]
8	Cc1nonc1C(=O)N/N=C/c1ccc(O)cc1	-1	-8	3	0
9	CCCC(=O)Nc1ccc2c(c1)C(=O)N(C)C[C@@H](OC)[C@H](C)CN(Cc1cccc(F)c1)[C@H](C)CO2	0	-2	-8	-5[16.7 µM]
10	Cc1ccc(S(=O)(=O)N2CCOCC2)cc1NC(=O)CNCc1ccc(Cl)cc1Cl	-4	12	1	-14
11	C[C@H]1CN([C@@H](C)CO)C(=O)c2cccc(NS(=O)(=O)c3ccc(Cl)cc3)c2O[C@@H]1CN(C)C(=O)Nc1ccc(C(F)(F)F)cc1	nt	-8	nt	13[16.7 µM]
12	O=C(O)CC(=O)Nc1ccc(Oc2ccc(C(F)(F)F)cn2)c(Cl)c1	-2	-8	7	-6

cpd	PAX8 inh HTS	PGC1a acetyl inh	LGR2 antag	Cneo AK release
1	20	-3	nt	2
2	nt	17	-12	-4
3	-5	2	nt	1
4	-12	nt	3	2
5	-9	5	1	-1
6	nt	-1	-4	-4
7	nt	-2	12	nt
8	-3	5	-22	-6
9	nt	3	-3	-4
10	31	-2	2	-2
11	nt	0	1	-5
12	2	4	15	nt

Next entries.
cpd	molecule	CASP6 VEID inh	EWS-Fli block	FN deposition inh	miR122 inh
13	CCOC(=O)C1CCN(C(=O)C2CCN(S(=O)(=O)CC)CC2)CC1	1	9	nt	-4
14	OC(CN1CCN(c2ccc(F)cc2)CC1)c1ccc(Cl)cc1 (centres undefined)	-3	-11	7	-3
15	COc1ccc(Nc2nc(N3CCOCC3)nc(N3CCOCC3)n2)cc1Cl	-1	-2	2	-7
16	CCc1ccccc1NC(=O)NNC(=O)c1ccc2ccccc2c1O	0	nt	nt	7
17	O=C(CSc1nnc(-c2cccs2)n1-c1ccccc1)NCC1CCCO1 (centres undefined)	nt	nt	-4	1
18	Cc1nc(C)n(CC(O)COc2ccc3c(c2)CCC3)n1 (centres undefined)	3	-4	nt	0
19	CCOCc1nnc(NC(=O)c2cc(OC)cc(OC)c2)s1	4	3	-1	9
20	CN1C(=O)c2cc(NC(=O)C3CCCCC3)ccc2OC[C@H]2O[C@@H](CC(=O)NCC3CCCCC3)CC[C@@H]21	2	3	-1	nt
21	CCCCN1C(=O)CC(Nc2ccc(CC)cc2)C1=O (centres undefined)	2	-82	nt	nt
22	Nc1cc(=O)nc(SCC(=O)N(C2CCCCC2)C2CCCCC2)n1-c1ccccc1	15	3	nt	-3
23	Cc1ccc(-c2nc(C#N)c(N3CCC(C)CC3)o2)cc1	-2	-18	-2	-2
24	C=C1C(=O)O[C@@H]2C[C@@H](C)[C@@H]3C=CC(=O)[C@@]3(C)[C@@H](OC(C)=O)[C@H]12	4	62*	39*	nt

cpd	PAX8 inh HTS	PGC1a acetyl inh	LGR2 antag	Cneo AK release
13	nt	10	4	2
14	-10	-6	-1	-3
15	-6	9	12	5
16	14	nt	-5	-2
17	7	nt	nt	2
18	nt	12	11	-1
19	-11	nt	-12	nt
20	-9	-1	5	nt
21	nt	-5	7	nt
22	nt	-2	5	-1
23	-14	1	14	-2
24	102*	nt	103*	nt

With a hit mark in LGR2 antag, of those listed so far:
item | SMILES | CASP6 VEID inh | miR122 inh | PGC1a acetyl inh | LGR2 antag
24 | C=C1C(=O)O[C@@H]2C[C@@H](C)[C@@H]3C=CC(=O)[C@@]3(C)[C@@H](OC(C)=O)[C@H]12 | 4 | nt | nt | 103*

Going on with the list:
cpd	molecule	CASP6 VEID inh	EWS-Fli block	FN deposition inh	miR122 inh
25	O=C(NC1CCCC1)c1cc(-c2ccccc2)nc2ccccc12	-5	-4	12	-17
26	C[C@H]1CN([C@@H](C)CO)S(=O)(=O)c2ccc(-c3cccnc3)cc2O[C@@H]1CN(C)C(=O)NC1CCCCC1	1	-5	3	6[16.7 µM]
27	COc1ccccc1CNC(=O)C(=O)NCC1OCCCN1S(=O)(=O)c1ccc(F)cc1C (centres undefined)	3	nt	-6	-1
28	Nc1cc(N)nc(SCc2cccnc2)n1	nt	nt	nt	-6
29	C[C@@H](NC(=O)c1nc[nH]c1C(=O)NCC(=O)OCc1ccccc1)c1ccccc1	-1	0	-5	3
30	COc1ccc(N2CSC3=C(C#N)C(c4cc(OC)c(OC)cc4OC)CC(=O)N3C2)c(OC)c1 (centres undefined)	13	-5	10	6
31	Nc1nc(-c2cc(-c3ccccc3)no2)cs1	0	-13	-7	-10
32	CN1C(=O)c2cc(NC(=O)Nc3ccccc3)ccc2OC[C@@H]2O[C@@H](CC(=O)NC3CCC3)CC[C@H]21	-1	1	-2	-3[16.7 µM]
33	COc1ccc(C(C#N)Nc2ccc(C)cc2)cc1 (centres undefined)	nt	nt	9	-50
34	Cc1ccc(S(=O)(=O)N(C)C[C@@H]2OCCCC[C@@H](C)Oc3ccc(NC(=O)Nc4ccccc4)cc3C(=O)N([C@H](C)CO)C[C@H]2C)cc1	0	10	7	-5[16.7 µM]
35	O=C(CSc1ncn[nH]1)N/N=C/c1ccc(Br)cc1	-3	nt	0	0
36	Cc1ccc(C(=O)CNc2ccc(C)cc2C)cc1	-1	10	9	-2

cpd	PAX8 inh HTS	PGC1a acetyl inh	LGR2 antag	Cneo AK release
25	3	nt	4	0
26	-3	1	8	0
27	nt	2	5	-1
28	nt	-17	-19	-3
29	0	-1	38	0
30	-2	-9	22	-4
31	-128	-7	-112	-2
32	-5	19	5	50
33	nt	11	nt	-5
34	nt	-15	4	-4
35	-1	-5	7	0
36	-20	11	nt	0

Next entries
cpd	molecule	CASP6 VEID inh	EWS-Fli block	FN deposition inh	miR122 inh
37	C[C@@H]1CN([C@@H](C)CO)C(=O)c2cc(NC(=O)c3ccncc3)ccc2O[C@@H](C)CCCCO[C@H]1CN(C)Cc1ccc(C(F)(F)F)cc1	-2	2	-3	-11[16.7 µM]
38	CCOC(=O)C[C@H]1c2ccc(C(F)(F)F)cc2S(=O)(=O)N1c1ccccc1	-1	-5	-1	nt
39	Fc1ccc(-n2cc(-c3ccccc3)c3c(NN4CCOCC4)ncnc32)cc1	1	14	4	nt
40	CCCCN(CCCC)CCNC(=O)c1cn(C)c2ccc(S(=O)(=O)N3CCCC3)cc2c1=O	1	3	-4	-4
41	S=C1NCCN1c1ccc(Cl)cc1	-1	-8	10	nt
42	COC(=O)C[C@H]1CC[C@@H]2[C@@H](COc3ccc(NC(=O)c4cccc(Cl)c4)cc3C(=O)N2C)O1	4	-29	3	nt
43	O=C(NCC[C@H]1CC[C@H](NS(=O)(=O)c2ccc(Cl)cc2)[C@H](CO)O1)c1ccccc1F	1	8	nt	nt
44	COc1ccc(CNC(=O)[C@@H]2CC=C[C@@H]3CCN(Cc4ccc(Cl)c(Cl)c4)C(=O)[C@@H]32)cc1	nt	5	-6	4
45	Cc1cccc(N(C)c2ccc3cc(S(=O)(=O)N4CCCC4)ccc3n2)c1	-3	9	-7	-4
46	Cn1c(=O)oc2cc(S(=O)(=O)NC3CCCCCCC3)ccc21	nt	nt	nt	48
47	CC(C)C(c1nnnn1C1CCCC1)N1CCN(C(=O)c2ccco2)CC1 (centres undefined)	3	3	nt	9
48	O=C(CCCCCN1C(=O)c2ccccc2C1=O)NCc1ccco1	nt	nt	nt	0

cpd	PAX8 inh HTS	PGC1a acetyl inh	LGR2 antag	Cneo AK release
37	51	nt	14	7
38	-15	nt	nt	2
39	15	nt	21	nt
40	-5	-4	-53	-4
41	-10	nt	1	nt
42	6	nt	-19	46
43	-14	-2	-4	2
44	13	nt	15	-1
45	6	8	-4	12
46	17	-4	nt	-1
47	nt	nt	-5	nt
48	nt	-10	-13	11

The list continues.
cpd	molecule	CASP6 VEID inh	EWS-Fli block	FN deposition inh	miR122 inh
49	CCC(=O)Nc1ccc2c(c1)C(=O)N(C)C[C@@H](OC)[C@H](C)CN(Cc1ccccc1OC)[C@H](C)CO2	-1	-6	-8	47[16.7 µM]
50	C[C@H](CO)N1C[C@H](C)[C@@H](CN(C)Cc2ccncc2)OCCCC[C@H](C)Oc2ccc(NS(=O)(=O)c3cccs3)cc2C1=O	0	-6	nt	0[16.7 µM]
51	Cc1cccc(C)c1OCC(=O)N(Cc1cccs1)C1CCS(=O)(=O)C1 (centres undefined)	-1	22	3	-3
52	CCOC(=O)Cc1csc(NC(=O)c2c(C)noc2C)n1	19	6	nt	nt
53	CCOCCCN(CCC#N)S(=O)(=O)c1ccc(S(=O)(=O)N2CCCC2)cc1	nt	nt	0	-10
54	O=C(c1ccccc1[N+](=O)[O-])N1CCN(c2ccc(N3CCOCC3)nn2)CC1	0	-3	0	nt
55	CCc1cccc(C)c1NC(=O)COC(=O)Cc1ccccc1	-1	-10	-2	-9
56	CCS(=O)(=O)Nc1ccc2c(c1)C(=O)N(C)C[C@H](OC)[C@@H](C)CN(CC1CCCC1)[C@H](C)CO2	nt	-10	-7	-7[16.7 µM]
57	CC1=C(C(=O)N2CCOCC2)C(c2cccc(C)c2)NC(=S)N1 (centres undefined)	5	-2	6	-5

cpd	PAX8 inh HTS	PGC1a acetyl inh	LGR2 antag	Cneo AK release
49	21	nt	23	42
50	nt	2	-2	2
51	-11	2	0	-17
52	12	nt	-2	-1
53	nt	2	nt	1
54	-52	-50	-9	-3
55	7	-1	-3	0
56	-1	16	8	-3
57	49	nt	-1	4

Record cards, as listed above.
Cc1cccc(C)c1OCC(=O)N(Cc1cccs1)C1CCS(=O)(=O)C1 (centres undefined) reads CASP6 VEID inh: -1; EWS-Fli block: 22; FN deposition inh: 3; miR122 inh: -3; PAX8 inh HTS: -11; PGC1a acetyl inh: 2; LGR2 antag: 0; Cneo AK release: -17
O=C(c1ccccc1[N+](=O)[O-])N1CCN(c2ccc(N3CCOCC3)nn2)CC1 reads CASP6 VEID inh: 0; EWS-Fli block: -3; FN deposition inh: 0; miR122 inh: nt; PAX8 inh HTS: -52; PGC1a acetyl inh: -50; LGR2 antag: -9; Cneo AK release: -3
CCS(=O)(=O)Nc1ccc2c(c1)C(=O)N(C)C[C@H](OC)[C@@H](C)CN(CC1CCCC1)[C@H](C)CO2 reads CASP6 VEID inh: nt; EWS-Fli block: -10; FN deposition inh: -7; miR122 inh: -7[16.7 µM]; PAX8 inh HTS: -1; PGC1a acetyl inh: 16; LGR2 antag: 8; Cneo AK release: -3
